Luciferase inh: Firefly luciferase inhibition profiling of diverse chemical library using quantitative high-throughput screening | purified P. pyralis luciferase, luminescence, biochemical | Potency, µM (highest dose often 115 µM), for inactives: at the highest dose activity change, negative = inhibition, actives largely listed as inhibitors | AID 1347043, 2019 | actives 2.5% (n = 76,000) | Luciferin 4-monooxygenase (Photinus pyralis), P08659; further: potency means the concentration at half of the fitted maximal effect; nearly all actives have a fitted effect of over 65% in size
Target sequence (P08659 whole entry, looked up): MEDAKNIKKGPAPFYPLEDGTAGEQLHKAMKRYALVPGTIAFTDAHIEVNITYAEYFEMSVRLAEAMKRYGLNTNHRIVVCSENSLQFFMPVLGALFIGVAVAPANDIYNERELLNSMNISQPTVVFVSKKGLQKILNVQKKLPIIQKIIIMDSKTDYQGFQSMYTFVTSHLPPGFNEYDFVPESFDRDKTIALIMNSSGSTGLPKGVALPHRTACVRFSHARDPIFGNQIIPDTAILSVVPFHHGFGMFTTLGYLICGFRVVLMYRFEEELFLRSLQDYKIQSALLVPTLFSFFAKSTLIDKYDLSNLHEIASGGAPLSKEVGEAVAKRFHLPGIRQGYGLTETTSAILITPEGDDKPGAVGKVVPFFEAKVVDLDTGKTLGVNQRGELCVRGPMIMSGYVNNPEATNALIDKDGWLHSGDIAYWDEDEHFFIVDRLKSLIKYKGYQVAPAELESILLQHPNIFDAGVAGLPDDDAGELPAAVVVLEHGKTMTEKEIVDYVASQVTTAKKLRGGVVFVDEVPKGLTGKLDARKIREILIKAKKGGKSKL
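Luminescence read by CCD imager after adding enzyme (10nM final) to wells holding compound, titrated in qHTS. Substrates 10uM each D-luciferin and ATP; buffer 50mM Tris acetate pH 7.5, 10mM Mg acetate, Tween-20, BSA.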
HEK293 viab: GF-AFC viability counterscreen for inhibitors of alpha-synuclein gene (SNCA) expression. actives 0.12% (n = 150,000). Potency, µM (highest dose often 57.1 µM), for the others: at the highest dose activity change, negative = cytotoxicity, usual class: cytotoxic. HEK-293-SNCA-luc viability, GF-AFC fluorescence, 24 h;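 further: potency means the concentration at half of the fitted maximal effect; 0% = DMSO-treated cells and -100% = medium-only wells without cells; nearly all actives have a fitted effect of over 30% in size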
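Cytotoxicity counterscreen: after 24 h compound treatment of genome-edited SNCA-luciferase HEK-293 cells, live-cell protease substrate GF-AFC read by fluorescence after 30 min; activity scaled between DMSO (0%) and medium-only (-100%), curves Hill-fitted.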
GPT2 inh: Primary qHTS assay for inhibitors of Glutamate pyruvate transaminase 2 (GPT2); Alanine aminotransferase 2 (Homo sapiens), Q8TD30; Recombinant GPT2, coupled pyruvate oxidase/HRP Amplex Red fluorescence; Potency, µM (series often up to 57.7 µM), inactives show top-dose activity change, negative = inhibition, actives largely listed as inhibitors; actives 0.25% (n = 100,000); AID 1671188, 2021; further: potency means the concentration at half of the fitted maximal effect; nearly all actives have a fitted effect of over 60% in size; many of its hits are not listed in these tables
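Fluorescence of coupled pyruvate oxidase/HRP/Amplex Red system (50uM Amplex, 30 min, dark) reports pyruvate formed by GPT2. Enzyme reaction: 10ng/uL GPT2, 2mM L-alanine, 250uM a-KG, 30 min room temperature, pH 7.5; 50uM AOA control.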
3T3 cytotox: Cytotoxic Profiling in NIH 3T3 Cell Line of Diverse Libraries Using Quantitative High-Throughput Screening. NIH 3T3 viability, CellTiter-Glo ATP luminescence, 48-72 h. Potency, µM (doses to about 96.7 µM), for the others: top-dose activity change, negative = cytotoxicity, hits mostly inhibitors. actives 4.3% (n = 94,000); further: potency means the concentration at half of the fitted maximal effect; nearly all actives have a fitted effect of over 55% in size
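Luminescent ATP readout (CellTiter-Glo, 10 min RT) after 48 or 72 hr compound exposure of NIH 3T3 cells seeded at 400 cells/well in 1536-well format; quantitative HTS.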
IP6K1 inh: Primary qHTS assay for small molecule inhibitors of Inositol hexaphosphate kinase 1 (IP6K1); Inositol hexakisphosphate kinase 1 (Homo sapiens), Q92551; IP6K1 kinase, ADP-Glo luminescence, 2 h; active compounds read low; activity change, % (series mostly up to about 58 µM); actives 0.81% (n = 140,000); in the data active means activity change below about -25%
Target sequence (Q92551 whole entry, looked up): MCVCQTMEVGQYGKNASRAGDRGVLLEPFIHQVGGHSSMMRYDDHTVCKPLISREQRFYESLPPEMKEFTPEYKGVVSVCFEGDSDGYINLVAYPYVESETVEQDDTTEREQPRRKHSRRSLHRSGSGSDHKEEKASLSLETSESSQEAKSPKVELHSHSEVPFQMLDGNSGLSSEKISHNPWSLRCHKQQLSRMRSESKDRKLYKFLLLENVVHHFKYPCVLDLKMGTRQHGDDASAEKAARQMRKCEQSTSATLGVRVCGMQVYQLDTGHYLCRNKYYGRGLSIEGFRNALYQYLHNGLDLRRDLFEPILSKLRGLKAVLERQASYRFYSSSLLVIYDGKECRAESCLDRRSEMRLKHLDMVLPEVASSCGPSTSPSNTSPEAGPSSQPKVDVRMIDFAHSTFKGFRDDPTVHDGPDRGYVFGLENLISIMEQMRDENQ
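ADP-Glo luminescence measures ADP made by human IP6K1 during a 2 h RT reaction with ATP/IP6 (mix at 1.3 mM/130 uM); top library doses 57.5 and 19.1 uM final.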
HEK cytotox: Cytotoxic Profiling in HEK 293 Cell Line of Diverse Libraries Using Quantitative High-Throughput Screening; HEK 293 viability, ATP luminescence (CellTiter-Glo), 48-72 h; Potency, µM (doses to about 115 µM), for inactives: at the highest dose activity change, negative = cytotoxicity, usual class: inhibitors; actives 6.6% (n = 94,000); further: potency means the concentration at half of the fitted maximal effect; nearly all actives have a fitted effect of over 60% in size
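Cytotoxicity was scored by loss of ATP-coupled luminescence (CellTiter-Glo) in HEK 293 cells. Compound treatment ran 48 or 72 hr at 37 degree Celsius, 5% CO2, 95% humidity.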
SNCA expr inh: Primary qHTS assay for inhibitors of alpha-synuclein gene (SNCA) expression | HEK-293 SNCA-luciferase knock-in, luminescence, 24 h | Potency, µM (doses to about 57.2 µM), for the others: at the highest dose activity change, negative = inhibition, hits mostly inhibitors | actives 0.17% (n = 140,000) | AID 1671194, 2021;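 further: potency means the concentration at half of the fitted maximal effect; plate controls were DMSO cells for no effect and cell-free wells for full effect; nearly all actives have a fitted effect of over 45% in size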
Active calls of the source: *; i = inactive; ? = inconclusive; / = no result given; [ ] = remark or other dose. Unless noted, the call rests on the fitted dose curve; in most records, active means well fitted curve in the direction sought with a large enough effect; inconclusive means small, poorly fitted or top-dose-only effect, or another doubt; inactive means no such curve, though single readings can be large; an effect the other way counts as inactive or inconclusive. Unless noted, on the % scale 0 is the no-effect control and ±100 the full control effect. A portion of the library, so the mix of outcomes need not match the whole.

Start of the data: the first 4 compounds, ahead of the listing:
SMILES	Luciferase inh	HEK293 viab	GPT2 inh	3T3 cytotox	IP6K1 inh	HEK cytotox	SNCA expr inh
CC(C)CNC(=O)Cc1cccn1-c1ccc(F)cc1	-2%	-1%	i	2%	6	-12%	-7%
CN1CCC(N2CCN(S(=O)(=O)c3ccccc3C(F)(F)F)CC2)C1=O (centres undefined)	4%	14%	-1%	i	1	-4%	4%
Cc1cccc(C)c1-n1ncc(C(=O)N2CCN(c3ccccc3)CC2)c1C1CCN(C(=O)OC(C)(C)C)CC1	/	-7%	/	/	9	/	-1%
COCCOc1ccnc(-c2noc([C@@H]3CCCN3Cc3ccccc3)n2)c1	4%[172 µM]	-3%[87.6 µM]	2%[88.5 µM]	-27%[138 µM]	1	-14%[172 µM]	4%[87.6 µM]

Main list (from the top)
SMILES	Luciferase inh	HEK293 viab	GPT2 inh	3T3 cytotox	IP6K1 inh	HEK cytotox	SNCA expr inh
CC(C)CNC(=O)Cc1cccn1-c1ccc(F)cc1	-2%	-1%	i	2%	6	-12%	-7%
CN1CCC(N2CCN(S(=O)(=O)c3ccccc3C(F)(F)F)CC2)C1=O (centres undefined)	4%	14%	-1%	i	1	-4%	4%
Cc1cccc(C)c1-n1ncc(C(=O)N2CCN(c3ccccc3)CC2)c1C1CCN(C(=O)OC(C)(C)C)CC1	/	-7%	/	/	9	/	-1%
COCCOc1ccnc(-c2noc([C@@H]3CCCN3Cc3ccccc3)n2)c1	4%[172 µM]	-3%[87.6 µM]	2%[88.5 µM]	-27%[138 µM]	1	-14%[172 µM]	4%[87.6 µM]
O=C(N[C@H]1C[C@@H]2C(=O)N[C@H]3CCN(C(=O)C4CCCC4)[C@@H]3C(=O)N2C1)c1cccs1	2%[172 µM]	-5%[87.6 µM]	-24%[88.5 µM]	4%[174 µM]	1	i	12%[87.6 µM]
COc1ccc2c(Sc3ccccc3)c(C(=O)NCCN(C)C)[nH]c2c1	/	-5%	/	/	-18	/	-4%
COCC(=O)NC1CCC12CCN(C(=O)C1CCOCC1)CC2 (centres undefined)	3%	-5%	3%	-13%	-10	-11%	-14%
CCCN1CCC(CC(=O)N2CCCC(N3CCN(c4ccc(F)cc4)CC3)C2)CC1 (centres undefined)	3%	-2%	i	2%	-1	-1%	48%[activator]
CNc1ncccc1C(=O)N1CCc2nc(-c3cn[nH]c3)[nH]c2C1	0%	0%	-17%	-14%	-7	2%	-27%
CCc1ccc(CNC(=O)CCn2c(=O)c3cccn3c3ccc(F)cc32)cc1	/	-5%	/	/	11	/	-28%
CCCCN(CC)C(=O)Cn1ncc2c3ccccc3n(CCC)c2c1=O	/	7%	/	/	30	/	-19%
CN1[C@@H](CCC(=O)N2CCOCC2)CNC(=O)[C@H]2NCC[C@H]21	2%[172 µM]	3%[87.6 µM]	i	i	4	0%[172 µM]	-17%[87.6 µM]
Cc1cccc(S(=O)(=O)c2cn(C)c3cc(N4CCCCCC4)c(F)cc3c2=O)c1	/	0%	/	/	-13	/	-3%
NS(=O)(=O)c1ccc(NC(=O)c2ccc3c(c2)CCN3S(=O)(=O)c2ccccc2)cc1	/	-4%	/	/	-1	/	-16%
COCC(=O)N1CCN2C(=O)c3cc(-c4ccc5c(c4)OCO5)ccc3NC(=O)[C@H]2C1	?	2%[87.6 µM]	1%[88.5 µM]	-6%[174 µM]	-4	?	22%[87.6 µM]
Cc1cc(=O)n(CC(=O)N2CCN(c3ccc(F)cc3)CC2)c2c1c(C)nn2C	/	-23%	/	/	8	/	4%
C[C@@H]1O[C@@H](O[C@H]2[C@H](O)[C@@H](O)[C@H](OC(=O)[C@]34CCC(C)(C)C[C@H]3C3=CCC5[C@@]6(C)CC[C@H](O[C@@H]7O[C@H](C(=O)O)[C@@H](O)[C@H](O)[C@H]7O)C(C)(C)C6CC[C@@]5(C)[C@]3(C)CC4)O[C@@H]2CO)[C@H](O)[C@H](O)[C@H]1O (some centres undefined)	/	-21%[12.5 µM]	i	/	-4	/	/
O=C1NCCCC[C@]12C[C@H](CO)[C@H](c1ccco1)N2[S+](=O)([O-])c1ccccc1	/	/	/	?	3	i	/
COc1cccc(NC(=O)Cn2c(=O)n(CCCCC(=O)NCc3ccc4c(c3)OCO4)c(=O)c3ccccc32)c1	/	-26%	/	/	4	/	21%
COc1cccc(CCC(=O)N2CCC3(CC2)N(C)C(=O)CS3(=O)=O)c1	-11%	-8%	i	-1%	-2	-2%	25%
O=C(NC1CCCc2c1[nH]c1ccc(F)cc21)c1ccc(Br)o1 (centres undefined)	-5%	-15%	-26%	?	-2	?	-19%
Cc1cc(C)cc(NC(=O)N2CCC(C(N)=O)(N3CCCCC3)CC2)c1	/	9%	/	/	-1	/	17%
O=C(Nc1ccc(-c2nnc3n2CCCC3)cc1)C1CCCC1	0%	-2%	?	i	11	10%	13%
O=C(NCc1ccccc1)c1cnc2n1CCN(Cc1ccccc1O)CC2	-3%[172 µM]	8%[87.6 µM]	-8%[88.5 µM]	?	-18	?	10%[87.6 µM]
CC(O)CCNS(=O)(=O)c1ccc2c(c1)CN(C(=O)c1ccon1)CC2 (centres undefined)	3%	-4%	i	-15%	19	i	-19%
SMILES	Luciferase inh	HEK293 viab	GPT2 inh	3T3 cytotox	IP6K1 inh	HEK cytotox	SNCA expr inh
CNC(=O)[C@@H]1C[C@H](Oc2ccccc2)CN1C(=O)CCc1nc(-c2ccccc2)no1	-4%	-15%	-4%	-22%	30	-15%	34%[activator]
CN1CCc2c([nH]c3ccccc23)C12CCN(C(=O)c1ccnn1C)CC2	3%	1%[12.5 µM]	?	-13%	9	2%	35%[activator]
CC(C)c1ccc(CN2CCCC(O)(CNCCN3CCNCC3)C2=O)cc1 (centres undefined)	3%	5%	i	?	10	?	3%
O=C(Nc1cccc(C(F)(F)F)c1)c1cc2nc(-c3ccco3)cc(C(F)(F)Cl)n2n1	/	12%	/	/	-7	/	?
CC1=C[C@@H](CNC(=O)c2ccnc(Cl)c2)[C@H](C(C)C)C[C@H]1Cc1nc2ccc(C)cc2[nH]1	3%	?	-13%	18µM*	1	?	?
CN1Cc2ncnc(NCCc3ccccc3)c2CN(C2CCC2)C1=O	-18%[172 µM]	3%[87.6 µM]	-16%[88.5 µM]	?	-8	63µM*	23%[87.6 µM]
O=C(CCCCN1CCOCC1)Nc1ccc(-c2cccnc2)cc1	/	-13%	2%	/	12	/	/
Cc1ccc(C(=O)N2CCC(C(NC(=O)CC(C)C)C(=O)N3CCCCC3)CC2)cc1 (centres undefined)	2%	-8%	2%	-3%	-12	-7%	17%
CCC1(N2CCN(C(=O)c3cc(Cl)ccc3OC)CC2)CCN(C(=O)NC)C1 (centres undefined)	?	5%	?	-18%	-3	-9%	105%[activator]
CCN(CCN(C)C)C(=O)c1ccc2c(c1)C(O)CCCCCN2CCOC (centres undefined)	0%	3%	2%	-8%	0	?	-9%
COC(=O)c1ccccc1NC(=O)Cn1cccc1-c1nc(-c2ccc(OC)c(F)c2)no1	-1%	3%	i	4%	4	11%	-15%
COc1ccc(-c2cc(N3CCCN(C(=O)c4ccc5ncccc5c4)CC3)n[nH]2)cc1	-3%	-1%	-7%	-9%	18	-2%	-22%
Cc1ccc(CN(C(=O)COc2cccc([N+](=O)[O-])c2)c2ccccn2)cc1	/	-15%	/	/	-7	/	-3%
CCOC(=O)c1c(C)[nH]c(C)c1S(=O)(=O)NCC(=O)N(C)c1ccc(C)c(C)c1	/	1%	/	/	29	/	-4%
COc1ccccc1-c1ccc2c(C(=O)NCc3cccs3)nn(C)c2n1	/	-14%	-25%	-35%	-3	?	-8%
COCC1CN(C2CCC2)CC12CCN(C(=O)c1ccc3ncccc3c1)CC2 (centres undefined)	/	3%	2%	-9%	-5	-16%	-12%
O=C(c1ccc2c(c1)N(Cc1ccc(F)cc1)CCS2)N1CCN(c2ccccc2)CC1	/	-17%	/	/	-6	/	?
CC(=O)Nc1ccccc1-c1nc2ccccc2n(CC(=O)c2ccc(C)c(C)c2)c1=O	/	-13%	/	/	27	/	50%
COCCN1C(=O)CO[C@H]2CN(c3nccc(OC)n3)C[C@H]21	0%[172 µM]	3%[87.6 µM]	i	0%[138 µM]	11	-1%[172 µM]	-4%[87.6 µM]
Cn1ccc2c(C(=O)NCc3cccnc3)nc(-c3ccc(F)cc3)cc21	6%[172 µM]	-6%[87.6 µM]	-8%[88.5 µM]	?	-2	100µM*	4%[87.6 µM]
Cc1cccn2c(=O)cc(COc3ccc(NC(=O)c4cccc(F)c4)cc3)nc12	/	4%	/	/	0	/	8%
COc1ccc(Cl)cc1NC(=O)c1cn(C2CCCCC2)c(=O)c2c1c1ccccc1n2C	/	3%	/	/	16	/	1%
O=C(c1ccccc1F)N1CC2CC(C1)[C@H]1CCCC(=O)N1C2 (some centres undefined)	-6%	8%	i	1%	-10	1%	-23%
Cc1ccc(NC(=O)Cn2c(=O)ccc3cc(S(=O)(=O)N4CCC(C)CC4)ccc32)c(C)c1	/	4%	/	/	-9	/	5%
CN1C(=O)CC[C@]2(C(=O)NCc3ccccc3Cl)CCCC[C@@H]12	-6%	2%	-9%	-5%	-2	2%	-10%
COCCNC(=O)c1cc(-c2ccccc2OC(F)(F)F)cc2ncn(C)c12	1%[172 µM]	-12%[87.6 µM]	-16%[88.5 µM]	?	3	-15%[172 µM]	2%[87.6 µM]
O=C1NC(=NC2CCCC2)C2(CCN([S+](=O)([O-])c3ccccc3)C2)N1c1cccnc1 (centres undefined)	/	4%	4%	-29%	-13	-3%	-6%
COc1ccc(CCNC(=O)C2CCCN2C(=O)c2cccc(-c3cccnc3)c2)cc1 (centres undefined)	/	/	/	-11%	-6	-25%	/
Cc1ccc(-c2noc(CNC(=O)COc3cc(C)c(Br)c(C)c3)n2)cc1	/	9%	/	/	-15	/	19%
O=C(c1ccco1)N1C[C@@H](CO)[C@H](c2ccncc2)C1	-3%	1%	i	-20%	10	-7%	16%

Random excerpt: 3 compounds from above
SMILES	Luciferase inh	HEK293 viab	GPT2 inh	3T3 cytotox	IP6K1 inh	HEK cytotox	SNCA expr inh
O=C1NCCCC[C@]12C[C@H](CO)[C@H](c1ccco1)N2[S+](=O)([O-])c1ccccc1	/	/	/	?	3	i	/
CN1C(=O)CC[C@]2(C(=O)NCc3ccccc3Cl)CCCC[C@@H]12	-6%	2%	-9%	-5%	-2	2%	-10%
Cc1cccn2c(=O)cc(COc3ccc(NC(=O)c4cccc(F)c4)cc3)nc12	/	4%	/	/	0	/	8%
